NOD2-RIPK2 inh = NOD2-RIPK2 binding disruptors in cells, primary screen, fluorescence, CHO cells, BLA complementation | AID 624267, 2012 | 360,000 compounds, 0.38% hits | CCF4 ratio | inhibition, % at 4.98 µM | Receptor-interacting serine/threonine-protein kinase 2 (Homo sapiens), O43353; in the data active = inhibition above about 21%;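 note: 0% = vehicle only and 100% = reference blocker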
Target sequence (O43353 whole entry, looked up): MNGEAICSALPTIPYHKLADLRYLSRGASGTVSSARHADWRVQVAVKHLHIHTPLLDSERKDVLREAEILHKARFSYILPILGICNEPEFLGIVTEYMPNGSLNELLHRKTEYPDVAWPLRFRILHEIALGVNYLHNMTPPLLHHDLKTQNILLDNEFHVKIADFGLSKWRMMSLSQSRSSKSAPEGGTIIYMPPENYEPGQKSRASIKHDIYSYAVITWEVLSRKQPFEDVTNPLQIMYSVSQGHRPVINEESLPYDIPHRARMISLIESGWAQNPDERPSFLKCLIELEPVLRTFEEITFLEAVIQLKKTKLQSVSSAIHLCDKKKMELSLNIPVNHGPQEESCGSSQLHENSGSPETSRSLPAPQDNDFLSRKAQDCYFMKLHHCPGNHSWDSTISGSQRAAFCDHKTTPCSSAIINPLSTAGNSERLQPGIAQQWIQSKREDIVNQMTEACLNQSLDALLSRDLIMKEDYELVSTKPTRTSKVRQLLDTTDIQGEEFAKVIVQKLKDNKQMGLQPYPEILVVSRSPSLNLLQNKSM
HTR2A ag = mouse Htr2a agonists via beta-arrestin recruitment, primary screen, cell-based, luminescence. 360,000 compounds, 0.66% hits. CHO-K1 mHTR2A beta-arrestin complementation; percent of 30 µM serotonin response. 5-hydroxytryptamine receptor 2A (Mus musculus), P35363. activation, % at 7.6 µM;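 active = activation above a run cutoff, the mean activation of all tested compounds plus 3 SD, cut at about 14% in these data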;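 note: 0% = plate median of compound wells and 100% = 30 µM serotonin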
ABCB6 inh 2 = ABCB6 transporter inhibitors, primary screen, K562-ABCB6 cells, flow cytometry, MLPCN library | ATP-binding cassette sub-family B member 6 (Homo sapiens), Q9NP58 | 360,000 compounds, 0.19% hits | fluorescence ratio to DMSO, % at 10 µM | AID 602162, 2011 | K562-ABCB6 porphyrin accumulation, 1 h; hits give low values;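 active = fluorescence ratio to DMSO below 75%, the collection mean minus 3 SD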;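 note: signal is porphyrin accumulated inside mitochondria; 100% equals median channel fluorescence of DMSO control wells; lower ratio means ABCB6 inhibition with less porphyrin fluorescence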
MC4R ag barr = MC4R agonists recruiting beta-arrestin, primary screen, cell-based, luminescence, agonist arm of biased-ligand search | Melanocortin receptor 4 (Homo sapiens), P32245 | U2OS MC4R beta-arrestin complementation; percent of melanotan II response, DMSO zero | activation, % at 8.9 µM | 360,000 compounds, 0.98% hits | AID 540308, 2011;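 active = activation above a per-plate cutoff, the mean activation of sample wells on that plate plus 3 SD, cut at about 8% in these data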
Target sequence (P32245 whole entry, looked up): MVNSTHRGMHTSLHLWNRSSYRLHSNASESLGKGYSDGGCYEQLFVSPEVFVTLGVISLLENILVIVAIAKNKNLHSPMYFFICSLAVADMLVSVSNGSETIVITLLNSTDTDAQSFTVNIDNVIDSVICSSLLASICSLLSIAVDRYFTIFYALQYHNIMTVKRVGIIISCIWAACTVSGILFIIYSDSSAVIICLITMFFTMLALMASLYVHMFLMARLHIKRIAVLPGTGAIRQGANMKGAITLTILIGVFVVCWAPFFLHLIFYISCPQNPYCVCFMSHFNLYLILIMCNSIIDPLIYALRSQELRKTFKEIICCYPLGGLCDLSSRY
MC4R antagonist = MC4R antagonists of cAMP signaling, primary screen, cell-based, TR-FRET, antagonist arm of biased-ligand search; 360,000 compounds, 0.48% hits; inhibition, % at 6.5 µM; Melanocortin receptor 4 (Homo sapiens), P32245; MC4R-expressing cells, MTII-stimulated cAMP, LANCE TR-FRET;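 active = inhibition above its plate's cutoff, the mean of tested wells on that plate plus 3 SD, cut at about 29% in these data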;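 note: 0% = Melanotan II alone and 100% = Melanotan II plus saturating MCL0020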
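System – human MC4R-expressing U2OS cells · Also added – Melanotan II · Dosing – one concentration, 6.5 µM nominal · Timing – 30-min compound, 1-h challenge, 1-h detection, room temperature · Measured by – Eu-cAMP/anti-cAMP TR-FRET, emission 671 nm · Replicates – singlicate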
ABHD5 PLIN5 PPI = ABHD5-PLIN5 interaction inhibitors, primary screen, cell lysate, split luciferase complementation, luminescence; Perilipin-5 (Homo sapiens) + 1-acylglycerol-3-phosphate O-acyltransferase ABHD5 (Homo …; Split G. princeps luciferase complementation, 4 h; 360,000 compounds, 0.78% hits; inhibition, % at 4 µM;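 active = inhibition above the mean inhibition across every tested compound plus 3 SD, cut at about 22% in these data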;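 note: 0% = DMSO only wells and the 100% control is not disclosed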
N-glyco inh = increase of ERlucT glycosylation luciferase signal, primary screen, N-linked glycosylation inhibitor project, D54 ERlucT cells, luminescence, set 2; 360,000 compounds, 0.23% hits; D54 ERlucT glycosylation luciferase reporter, 24 h; percent of 100 nM tunicamycin response; reporter increase, % at 12.5 µM;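 active = mean luciferase reporter signal, scaled so untreated is 0 and the glycosylation-blocking control 100, at or above a set limit in every replicate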;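 note: luciferase carries N-glycosylation sites so blocking glycosylation raises the light; 0% = median of neutral control wells and 100% = median of 100 nM tunicamycin wells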
TLR9-MyD88 inh = inhibitors of TLR9-MyD88 association in cells, primary screen, cell-based, CHO, BLA complementation, fluorescence. Toll-like receptor 9 (Homo sapiens) + Myeloid differentiation primary response protein …. CCF4 FRET ratio. inhibition, % at 4.98 µM. 340,000 compounds, 0.21% hits. AID 504734, 2011;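 active = inhibition above the mean over all tested compounds plus 3 SD, cut at about 21% in these data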;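 note: 0% = DMSO only wells and 100% = clavulanate BLA inhibitor control wells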
SRC2 inh = inhibition of GAL4-SRC2 driven luciferase reporter, primary screen, SRC2 inhibitor project, cell-based, luminescence; Nuclear receptor coactivator 2 (Homo sapiens), Q15596; HEK293 GAL4-SRC2 luciferase reporter; inhibition, % at 9 µM; 370,000 compounds, 0.17% hits; AID 651957, 2012;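 active = inhibition above the mean inhibition of all tested compounds plus 3 SD, set per campaign, cut at about 52% in these data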;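 note: 0% = DMSO treated cells and 100% = cells given Gossypol at 36 µM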
Cardio protect = cardioprotection against H2O2-induced cell death, primary screen, uHTS, H9c2 cells, ATPLite luminescence; H9c2 cardiomyocytes, H2O2 injury protection, 2 h; protection from H2O2 cell death, % at 20 µM; 360,000 compounds, 0.63% hits; AID 588492, 2011;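 active = compounds giving at least 50% protection of heart cells from peroxide-induced death in the single-dose screen, raw or plate-pattern-corrected value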;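 note: 0% = DMSO wells with peroxide and 100% = DMSO wells without peroxide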
* marks the source's active call; other numbers are inactive results.

How did Cc1ccc(F)cc1NC(=O)c1cccc(N(C)C)c1 do in these assays?
NOD2-RIPK2 inh: -3.6; HTR2A ag: 2.3; ABCB6 inh 2: 103.0; MC4R ag barr: 2.0; MC4R antagonist: 12.5; ABHD5 PLIN5 PPI: -9.0; N-glyco inh: 2.5; TLR9-MyD88 inh: -9.3; SRC2 inh: 12.8; Cardio protect: -0.5

Results for CCN(CC(=O)NCc1ccc(Cl)cc1)C(=O)CSc1cccc(C(F)(F)F)c1 ?
NOD2-RIPK2 inh: 0.7; HTR2A ag: 1.8; ABCB6 inh 2: 91.0; MC4R ag barr: 0.2; MC4R antagonist: 5.5; ABHD5 PLIN5 PPI: -1.6; N-glyco inh: -1.0; TLR9-MyD88 inh: -10.8; SRC2 inh: -13.2; Cardio protect: -4.4

Results for CCn1c(COc2cccc3ccccc23)nnc1SCC(N)=O ?
NOD2-RIPK2 inh: -1.9; HTR2A ag: 3.2; ABCB6 inh 2: 92.0; MC4R ag barr: -1.0; MC4R antagonist: 0.9; ABHD5 PLIN5 PPI: 6.6; N-glyco inh: 1.9; TLR9-MyD88 inh: -5.0; SRC2 inh: -5.3; Cardio protect: 0.3

What do the screens show for `COc1cc2oc(=O)ccc2cc1-c1c(OC)ccc2ccc(=O)oc12`?
NOD2-RIPK2 inh: -15.2; HTR2A ag: 0.6; ABCB6 inh 2: 100.0; MC4R ag barr: -0.4; MC4R antagonist: -3.3; ABHD5 PLIN5 PPI: -5.3; N-glyco inh: 5.1; TLR9-MyD88 inh: -10.2; SRC2 inh: 10.9; Cardio protect: -2.5

Results for COc1ccc(C2NC(=O)C(C)S2)cc1 (stereo not given) ?
NOD2-RIPK2 inh: -1.2; HTR2A ag: 1.2; ABCB6 inh 2: 95.0; MC4R ag barr: -0.5; MC4R antagonist: 25.0; ABHD5 PLIN5 PPI: -5.3; N-glyco inh: 2.5; TLR9-MyD88 inh: -7.4; SRC2 inh: -25.9; Cardio protect: -2.8

Results for Cc1c(-c2c(C#N)c(N)nc3c2CCCCCC3)cnn1C ?
NOD2-RIPK2 inh: -10.3; HTR2A ag: -1.1; ABCB6 inh 2: 87.0; MC4R ag barr: -3.7; MC4R antagonist: -1.8; ABHD5 PLIN5 PPI: 0.6; N-glyco inh: 2.3; TLR9-MyD88 inh: -1.1; SRC2 inh: -3.2; Cardio protect: 2.8

What do the screens show for `Cc1ccccc1-n1c(SCc2c(C)noc2C)nnc1-c1cccnc1`?
NOD2-RIPK2 inh: 2.0; HTR2A ag: 3.5; ABCB6 inh 2: 104.0; MC4R ag barr: -0.6; MC4R antagonist: 2.6; ABHD5 PLIN5 PPI: 0.4; N-glyco inh: 1.7; TLR9-MyD88 inh: 8.1; SRC2 inh: -17.4; Cardio protect: 19.5

Results for S=C(NCc1cccs1)Nc1ccccc1Cl ?
NOD2-RIPK2 inh: -13.3; HTR2A ag: -2.3; ABCB6 inh 2: 98.0; MC4R ag barr: -1.6; MC4R antagonist: 4.2; ABHD5 PLIN5 PPI: -3.2; N-glyco inh: -1.5; TLR9-MyD88 inh: -1.6; SRC2 inh: -5.5; Cardio protect: -0.5

What do the screens show for `CC#CCOCC1CNC(=O)O1` (stereo not given)?
NOD2-RIPK2 inh: 6.8; HTR2A ag: 2.2; ABCB6 inh 2: 86.0; MC4R ag barr: 1.5; MC4R antagonist: -1.6; ABHD5 PLIN5 PPI: -6.7; N-glyco inh: 0.4; TLR9-MyD88 inh: -3.5; SRC2 inh: -4.6; Cardio protect: 2.3

Results for COc1cccc(CNC(=O)Nc2cccs2)c1 ?
NOD2-RIPK2 inh: -5.9; HTR2A ag: -2.1; ABCB6 inh 2: 101.0; MC4R ag barr: -0.6; MC4R antagonist: -2.2; ABHD5 PLIN5 PPI: -5.0; N-glyco inh: 0.9; TLR9-MyD88 inh: 7.5; SRC2 inh: -29.2; Cardio protect: -3.7

How did COc1ccc(COC(=O)C2=C(C)NC(=O)NC2c2cccc(OC)c2OC)cc1 (stereo not given) do in these assays?
NOD2-RIPK2 inh: -6.3; HTR2A ag: 2.7; ABCB6 inh 2: 96.0; MC4R ag barr: -0.9; MC4R antagonist: 9.5; ABHD5 PLIN5 PPI: -6.8; N-glyco inh: 3.6; TLR9-MyD88 inh: -1.7; SRC2 inh: -27.1; Cardio protect: 5.7

How did CC1(C(=O)NS(=O)(=O)c2cccc(Cl)c2)CCN1C(=O)c1ccccc1CCc1ccccc1 (stereo not given) do in these assays?
NOD2-RIPK2 inh: -5.6; HTR2A ag: 5.7; ABCB6 inh 2: 100.0; MC4R ag barr: -0.1; MC4R antagonist: 7.0; ABHD5 PLIN5 PPI: -2.9; N-glyco inh: 2.6; SRC2 inh: -24.4; Cardio protect: 2.2

What do the screens show for `COc1ccccc1C1CCN(C(=O)c2ccc(C(C)(C)C)cc2)CC1`?
NOD2-RIPK2 inh: 2.9; HTR2A ag: -6.9; ABCB6 inh 2: 116.0; MC4R ag barr: 2.1; MC4R antagonist: 2.9; ABHD5 PLIN5 PPI: -2.4; N-glyco inh: -3.9; TLR9-MyD88 inh: -3.4; SRC2 inh: 11.3; Cardio protect: -8.2

How did COc1ccccc1CNC(=O)COC(=O)CCN1C(=O)C2CC=CCC2C1=O (stereo not given) do in these assays?
NOD2-RIPK2 inh: -10.0; HTR2A ag: -0.4; ABCB6 inh 2: 102.0; MC4R ag barr: 0.1; MC4R antagonist: 0.0; ABHD5 PLIN5 PPI: -3.2; N-glyco inh: 1.8; TLR9-MyD88 inh: 12.2; SRC2 inh: -7.6; Cardio protect: 12.4

Results for Cc1ccc(S(=O)(=O)N(C)c2ccc(C(=O)NCC3CCCO3)cc2)cc1 (stereo not given) ?
NOD2-RIPK2 inh: -0.8; HTR2A ag: -1.3; ABCB6 inh 2: 92.0; MC4R ag barr: -1.1; MC4R antagonist: 1.6; ABHD5 PLIN5 PPI: -1.5; N-glyco inh: 3.7; TLR9-MyD88 inh: 6.1; SRC2 inh: -19.7; Cardio protect: 4.1

What do the screens show for `O=C(CCCN1C(=O)/C(=C\c2ccco2)SC1=S)Nc1ccc2ccccc2c1`?
NOD2-RIPK2 inh: -5.2; HTR2A ag: -3.1; ABCB6 inh 2: 96.0; MC4R ag barr: -2.8; MC4R antagonist: 3.9; ABHD5 PLIN5 PPI: 2.8; N-glyco inh: -11.2; TLR9-MyD88 inh: 4.0; SRC2 inh: -38.2; Cardio protect: 0.5

Results for CC(=O)Nc1cccc(NC(=O)C2CCCN2C(=O)Nc2cccc(C)c2)c1 (stereo not given) ?
NOD2-RIPK2 inh: -13.6; HTR2A ag: 1.8; ABCB6 inh 2: 103.0; MC4R ag barr: -2.6; MC4R antagonist: 3.6; ABHD5 PLIN5 PPI: 1.6; N-glyco inh: 2.7; TLR9-MyD88 inh: -4.5; SRC2 inh: -20.3; Cardio protect: 2.6

Results for CC(=O)c1c(C)[nH]c(C(=O)CSc2nnc(CN3CCCCCC3=O)n2-c2ccccn2)c1C ?
NOD2-RIPK2 inh: -4.0; HTR2A ag: -3.5; ABCB6 inh 2: 95.0; MC4R ag barr: -1.2; MC4R antagonist: 5.2; ABHD5 PLIN5 PPI: 1.0; N-glyco inh: 1.5; TLR9-MyD88 inh: 4.3; SRC2 inh: 15.8; Cardio protect: 2.8

What do the screens show for `CC1=C(C(=O)N(C(C)C)C(C)C)CC(CC(=O)NCc2cccs2)C(=O)N1Cc1ccc(F)cc1` (stereo not given)?
NOD2-RIPK2 inh: -11.5; HTR2A ag: 6.6; ABCB6 inh 2: 95.0; ABHD5 PLIN5 PPI: 6.4; N-glyco inh: 1.7; SRC2 inh: 23.0; Cardio protect: -1.6

How did CCOc1ccccc1NC(=S)NC(=O)CCc1ccccc1 do in these assays?
NOD2-RIPK2 inh: 1.5; HTR2A ag: -3.2; ABCB6 inh 2: 91.0; MC4R ag barr: 0.9; MC4R antagonist: -1.6; ABHD5 PLIN5 PPI: -3.9; N-glyco inh: -3.1; TLR9-MyD88 inh: -7.0; SRC2 inh: -3.3; Cardio protect: 0.7

Results for Cc1ccc(S(=O)(=O)N(C)c2ccc(OC(=O)c3cccs3)cc2)cc1 ?
NOD2-RIPK2 inh: -14.3; HTR2A ag: -5.6; ABCB6 inh 2: 100.0; MC4R ag barr: -0.6; MC4R antagonist: 5.3; ABHD5 PLIN5 PPI: 0.9; N-glyco inh: 0.3; TLR9-MyD88 inh: -3.3; SRC2 inh: 24.4; Cardio protect: -14.9

How did COCCN(C(=S)Nc1ccc(Cl)cc1OC)C1CCN(C(C)=O)CC1 do in these assays?
NOD2-RIPK2 inh: -9.6; HTR2A ag: -2.2; ABCB6 inh 2: 99.0; MC4R ag barr: 0.7; MC4R antagonist: -3.9; ABHD5 PLIN5 PPI: -5.4; N-glyco inh: 1.5; TLR9-MyD88 inh: -9.7; SRC2 inh: 10.0; Cardio protect: 4.7

Results for COC(=O)c1ccc(C(=O)OC)c(NC(=O)CCC(=O)O)c1 ?
NOD2-RIPK2 inh: -5.2; HTR2A ag: 1.0; ABCB6 inh 2: 100.0; MC4R ag barr: -0.8; MC4R antagonist: 8.9; ABHD5 PLIN5 PPI: -0.5; N-glyco inh: 0.0; TLR9-MyD88 inh: -8.2; SRC2 inh: -7.7; Cardio protect: 6.9

What do the screens show for `COc1ccccc1NC(=O)c1ccc(S(=O)(=O)N(C)C)cc1`?
NOD2-RIPK2 inh: 0.4; HTR2A ag: 2.1; ABCB6 inh 2: 101.0; MC4R ag barr: -0.4; MC4R antagonist: 0.7; ABHD5 PLIN5 PPI: 2.4; N-glyco inh: 0.8; TLR9-MyD88 inh: -2.0; SRC2 inh: -5.1; Cardio protect: -0.9

These rows are one share of the data (hit frequency here may not be typical).
